# High-throughput results: PubChem BioAssay, several laboratories
# MEX-5 binding = C. elegans MEX-5 TCR-2 RNA binding activity. Q9XUB2. MEX-5/FITC-TCR2 RNA binding, fluorescence polarization; stronger effect = lower value. activity score (negative = inhibition of binding), % at 10 µM. actives 0.38% (n = 300,000);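 active = inhibition past about -25% in most replicates, and total fluorescence under double the plate's negative control median, limit read from the data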;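 also: 0% = DMSO and -100% = 5 µM competing unlabeled TCR2 RNA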
# GRK2 aptamer HTS = blocks RNA aptamer binding to human GRK2; actives 0.59% (n = 330,000); inhibition of aptamer binding, % at 10 µM; P25098; bead flow cytometry, FAM-aptamer displacement from GRK2;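 active = inhibition of aptamer binding above 40%, roughly 3 SD of noise, on plates passing a quality check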;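 also: median bead fluorescence of bound FAM aptamer so fluorescent compounds give negative values; no value below 0 was filed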
# CIT2 TOR yeast = modulators of TOR pathway CIT2-GFP in S. cerevisiae. GFP response vs DMSO, % at 10 µM. actives 0.065% (n = 320,000). S. cerevisiae CIT2-GFP strain, flow cytometry, 3 h; 100 means same as DMSO wells;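 active = GFP response relative to DMSO above a set limit, near the screen mean plus 3 SD, cut at about 150% in these data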;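 also: ratio of well median GFP fluorescence to mean of DMSO wells on the plate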
# Yeast superoxide = yeast age-related superoxide inhibition as caloric restriction mimetic; S. cerevisiae aged cells, superoxide DHE fluorescence; stronger effect = lower value; superoxide response (% of plate mean), % at 10 µM; actives 0.18% (n = 330,000); AID 2690;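 active = superoxide response under a set limit, about three screen SD below normal, cut at about 65% in these data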;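 also: yeast aged for seven days with compound at 30 °C before DHE staining; 100% = average MFI of all compound-treated wells on the plate with controls excluded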
# AGP1-GFP MLPCN = modulators of TOR pathway AGP1-GFP in S. cerevisiae; S. cerevisiae AGP1-GFP multiplex flow cytometry, 3 h; GFP as percent of DMSO wells; GFP response vs DMSO, % at 10 µM; actives 0.02% (n = 320,000);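 active = GFP response relative to DMSO above a set limit, near screen average plus 3 SD, cut at about 150% in these data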;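 also: median GFP channel fluorescence of the gated AGP1 strain per well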
# BCLXL inh = Bcl-xL (human) inhibition; Q07817; inhibition, % at 10.9 µM; GST-Bcl-xL / FITC-Bim BH3 peptide fluorescence polarization; actives 0.7% (n = 320,000);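 active = inhibition above the mean of all tested compounds plus 3 SD, cutoff set per campaign, cut at about 30% in these data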;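 also: 0% = DMSO wells and 100% = unlabeled Bim-BH3 peptide competitor; inhibitors lower millipolarization by displacing the labeled peptide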
# Target sequence (Q07817 whole entry, looked up): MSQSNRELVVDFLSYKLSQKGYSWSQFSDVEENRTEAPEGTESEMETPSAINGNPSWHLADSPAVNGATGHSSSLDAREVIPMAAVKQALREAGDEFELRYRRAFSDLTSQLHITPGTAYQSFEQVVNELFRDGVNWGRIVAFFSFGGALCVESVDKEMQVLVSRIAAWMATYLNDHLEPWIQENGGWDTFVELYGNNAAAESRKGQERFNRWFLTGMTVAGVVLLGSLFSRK
# VLA-4 inh = inhibition in a human VLA-4 binding assay; actives 0.2% (n = 330,000); inhibition, % (about 7 µM as worked out from the volumes in the protocol); AID 2557; VLA-4 expressing cells, ligand binding flow cytometry; P13612; in the data active = inhibition above about 50%
# MCL1 BIM primary = disrupts human MCL1 binding to BIM-BH3 peptide. inhibition, % at 10.9 µM. AID 2057. GST-MCL1 / FITC-Bim-BH3 fluorescence polarization. actives 0.68% (n = 320,000). Q07820;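 active = inhibition above the mean inhibition of all tested compounds plus 3 SD, set per campaign, cut at about 40% in these data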;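 also: 0% = DMSO wells and 100% = unlabeled Bim-BH3 peptide control; higher means more loss of mP so more displacement of Bim peptide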
# Target sequence (Q07820 whole entry, looked up): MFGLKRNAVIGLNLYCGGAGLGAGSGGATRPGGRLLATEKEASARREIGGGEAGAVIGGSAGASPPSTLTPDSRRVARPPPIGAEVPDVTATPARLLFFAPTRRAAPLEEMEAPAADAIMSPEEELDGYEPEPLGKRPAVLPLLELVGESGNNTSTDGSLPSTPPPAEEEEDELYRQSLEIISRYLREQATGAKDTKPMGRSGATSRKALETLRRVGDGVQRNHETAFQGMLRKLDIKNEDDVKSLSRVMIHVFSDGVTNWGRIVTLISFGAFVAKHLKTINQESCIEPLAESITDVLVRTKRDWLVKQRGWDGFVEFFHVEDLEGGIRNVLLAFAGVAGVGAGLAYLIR
# GLD-1 TGE inh = GLD-1-TGE RNA interaction inhibition (C. elegans) | Q17339 | purified GLD-1 + fluorescein TGE RNA, fluorescence polarization | actives 0.44% (n = 320,000) | AID 2280 | inhibition, % at 5.96 µM;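 active = percent inhibition above a per-plate cutoff, the plate mean of test compounds plus 3 SD, cut at about 30% in these data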;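 also: 0% = DMSO wells with GLD-1 and probe and 100% = wells lacking GLD-1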
# Target sequence (Q17339 whole entry, looked up): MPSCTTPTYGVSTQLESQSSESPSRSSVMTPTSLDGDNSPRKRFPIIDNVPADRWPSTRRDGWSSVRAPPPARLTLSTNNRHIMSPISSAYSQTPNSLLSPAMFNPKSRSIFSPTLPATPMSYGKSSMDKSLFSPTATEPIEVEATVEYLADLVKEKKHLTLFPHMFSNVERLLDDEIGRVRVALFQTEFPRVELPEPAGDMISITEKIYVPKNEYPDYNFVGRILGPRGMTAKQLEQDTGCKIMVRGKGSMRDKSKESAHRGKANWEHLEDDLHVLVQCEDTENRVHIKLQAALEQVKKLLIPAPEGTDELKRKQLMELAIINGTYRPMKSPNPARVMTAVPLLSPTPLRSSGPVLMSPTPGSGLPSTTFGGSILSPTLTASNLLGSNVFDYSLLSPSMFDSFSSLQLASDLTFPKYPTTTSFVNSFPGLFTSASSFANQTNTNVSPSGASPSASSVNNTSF
# Starred values were filed as active, the others as inactive; . = not tested or not shown.
No.	SMILES	MEX-5 binding	GRK2 aptamer HTS	CIT2 TOR yeast	Yeast superoxide	AGP1-GFP MLPCN
1	CC1(C)SC(=S)N(/N=C/c2cccnc2)C1N(O)C(=O)NC1CCCCC1 (stereo not given)	3.5	6	90	89	103
2	CCC1ON(c2ccccc2)C2c3nc4ccccc4n3CC12 (stereo not given)	-0.8	1	87	88	92
3	Nc1ccc(NS(=O)(=O)c2ccccc2)cc1	1.0	0	100	102	101
4	CCOc1ccc(C(=O)OCC(=O)NCC2CCCO2)cc1 (stereo not given)	.	0	113	84	111
5	CCc1nc(SCC(=O)Nc2ccccc2C)n[nH]1	-0.6	0	93	97	94
6	Cc1occc1C(=O)NNC(=O)NC12CC3CC(CC(C3)C1)C2	-1.6	0	.	115	98
7	COc1ccc(CNC(=O)CCS(=O)(=O)c2cc3c(cc2Cl)NC(=O)CO3)cc1	-0.3	1	103	110	104
8	Cc1nc(C)c(C(=O)NNC(=O)c2ccc(Br)cc2)s1	-2.3	1	95	101	92
9	CC(C)N1CCN(Cc2ccc(OC3CCCC3)cc2)CC1CCO (stereo not given)	-2.4	0	98	103	99
10	CC(=O)Nc1nc(CC(C)C)cc(-c2ccco2)c1C#N	-1.4	0	110	94	110

No.	BCLXL inh	VLA-4 inh	MCL1 BIM primary	GLD-1 TGE inh
1	-3	3	-3	2
2	9	13	10	7
3	2	-7	13	-9
4	.	-10	.	2
5	2	2	3	6
6	-1	15	-2	-3
7	7	10	6	1
8	-3	23	2	4
9	3	-2	-12	-5
10	-14	-7	-20	7

No.	SMILES	MEX-5 binding	GRK2 aptamer HTS	CIT2 TOR yeast	Yeast superoxide	AGP1-GFP MLPCN
11	O=C(NNc1ccccc1C(F)(F)F)c1cccs1	2.8	2	102	97	107
12	O=C(O)c1cc2ccc3ccccc3c2[nH]1	0.7	0	110	112	104
13	Fc1cccc2sc(Nc3nnc(-c4ccccc4)o3)nc12	.	1	96	92	101
14	CCC(C)c1ccccc1OCCOCCN1CCCC1 (stereo not given)	1.6	0	103	99	102
15	O=C(C1CCCN(Cc2nc(-c3cccs3)no2)C1)N1CCOCC1 (stereo not given)	0.9	2	104	91	100
16	Cc1ccc(F)cc1NC(=O)CN1C(=O)NC(C)(c2ccc3c(c2)OCCO3)C1=O (stereo not given)	.	5	111	100	110
17	O=[N+]([O-])c1cccc(CN2CCC(Cc3ccccc3)CC2)c1	3.9	1	99	106	101
18	CC(C)OCCCn1c(SC(C)C(=O)NCC2CCCO2)nc2cc(Cl)ccc2c1=O (stereo not given)	-0.9	0	95	107	104
19	Nc1nc(NCCCN2CCOCC2)nc(Nc2ccccc2)c1[N+](=O)[O-]	1.7	0	101	105	99
20	CC(=O)c1ccc(N2CCN(C(=O)C3CCCN(S(=O)(=O)c4c(C)[nH]c(=O)[nH]c4=O)C3)CC2)cc1 (stereo not given)	-5.0	1	95	97	98

No.	BCLXL inh	VLA-4 inh	MCL1 BIM primary	GLD-1 TGE inh
11	-19	6	-10	-5
12	-1	-7	3	6
13	5	1	6	3
14	9	-19	4	1
15	7	5	2	1
16	2	5	4	4
17	7	15	10	6
18	-1	3	-5	5
19	4	-11	4	-4
20	-2	18	-6	-6

No.	SMILES	MEX-5 binding	GRK2 aptamer HTS	CIT2 TOR yeast	Yeast superoxide	AGP1-GFP MLPCN
21	O=C(CCCOc1ccccc1)Nc1nc2ccccc2[nH]1	0.1	2	98	90	104
22	O=C(Nc1ccc(F)cc1)Nc1cccnc1	0.4	1	96	97	103
23	COc1cc(C(=O)NCCC2=CCCCC2)ccc1OC1CCN(C(C)=O)CC1	3.6	0	96	94	93
24	Cc1nn(Cc2ccc(C(=O)Nc3nc4c(C)cccc4s3)o2)c(C)c1Br	1.0	0	104	93	103
25	CC1CCN(CCCNS(=O)(=O)c2cc(Br)cc3c2N(C(=O)C2CC2)CC3)CC1	-0.6	0	86	83	91
26	Cc1c(F)cccc1NS(=O)(=O)c1ccc(OCCNS(C)(=O)=O)cc1	-3.0	2	98	111	106
27	COC(=O)Cn1cc(C(=O)OC)c2ccccc21	-0.4	0	98	87	104
28	O=C(CC1Oc2ccccc2NC1=O)NCc1ccc(Cl)cc1 (stereo not given)	0.6	3	96	101	102
29	O=S(=O)(NCc1cc(-c2ccc(Cl)cc2)no1)c1ccccc1	1.6	1	110	109	100
30	CCOC(=O)c1cc(S(=O)(=O)N2CC(C)CC(C)C2)cn1C (stereo not given)	-2.2	1	100	106	104

No.	BCLXL inh	VLA-4 inh	MCL1 BIM primary	GLD-1 TGE inh
21	1	2	2	-2
22	.	-6	.	.
23	-2	7	8	-2
24	6	-3	3	8
25	0	8	2	-4
26	-4	17	-4	2
27	-8	0	-21	5
28	3	43	1	4
29	8	-7	14	1
30	0	0	-5	1

No.	SMILES	MEX-5 binding	GRK2 aptamer HTS	CIT2 TOR yeast	Yeast superoxide	AGP1-GFP MLPCN
31	Cc1cc(=O)c(C(=O)O)nn1-c1ccc(Cl)cc1	0.5	2	101	85	108
32	O=C(COc1ccc2ccccc2c1Br)NC(=S)Nc1cccc(CO)c1	-0.6	2	88	107	93
33	O=C(NCc1ccc(F)cc1)C1CCN(C(=O)Nc2ccc(F)cc2)CC1	-1.2	0	118	115	96
34	Cc1cccc(N2N=C(C(=O)O)CCC2=O)c1	0.5	0	97	109	99
35	O=C(N/N=C/c1cn(-c2ccccc2)nc1-c1cc2ccccc2o1)c1c[nH]c2ccccc12	0.6	0	89	116	94
36	NC(=O)CCn1c(C(=O)c2ccc(Cl)cc2)c2ccccc2[n+]1[O-]	-3.8	3	91	94	96
37	Cc1ccc2c(CN(C)Cc3cccc(F)c3)cc(=O)oc2c1C	1.5	0	99	99	103
38	COc1ccc(C)cc1NC(=O)COC(=O)c1ccc2ccccc2n1	.	1	85	84	96
39	CCSc1nnc(NC(=O)C2Cc3ccccc3CN2S(=O)(=O)CC)s1 (stereo not given)	-1.1	0	91	95	91
40	CSCC[C@H](NC(=O)CCCn1nnc2ccccc2c1=O)C(=O)O	5.3	0	109	74	103

No.	BCLXL inh	VLA-4 inh	MCL1 BIM primary	GLD-1 TGE inh
31	-1	-1	-6	2
32	-2	1	0	4
33	1	5	-4	-5
34	5	0	1	-1
35	-1	0	-3	4
36	6	-9	37	9
37	7	9	7	4
38	6	-10	3	-9
39	-3	-5	0	-8
40	3	-10	1	1

No.	SMILES	MEX-5 binding	GRK2 aptamer HTS	CIT2 TOR yeast	Yeast superoxide	AGP1-GFP MLPCN
41	CC(C)(C)c1ccc(OCc2ccc(C(=O)N3CCOCC3)o2)cc1	-1.4	0	96	121	95
42	Brc1ccc(OCc2nnc3n2CCC3)cc1	0.9	2	100	96	100
43	S=C(NCCN1CCOCC1)Nc1ccc(Cl)cc1	-0.7	0	97	99	97
44	O=C(Nc1c(Cl)cc(Cl)cc1C(=O)NCc1cccnc1)c1ccc(Cl)cc1Cl	.	1	107	102	100
45	COc1ccccc1CNc1cc(C)ccn1	-0.4	1	107	95	112
46	CC(C)CN(C(=O)COC(=O)Cc1c[nH]c2ccccc12)c1c(N)n(Cc2ccccc2)c(=O)[nH]c1=O	6.1	1	92	113	98
47	CCn1c(=O)ccc2cc([N+](=O)[O-])ccc21	2.1	1	83	103	81
48	O=C(COc1ccc(/C=N/NC(=O)c2ccncc2)cc1)Nc1ccccc1	-0.6	95*	106	101	105
49	O=C(O)c1ccc2c(c1)C(=O)N(c1ccc(OCc3ccccc3)cc1)C2=O	1.0	4	108	104	103
50	O=c1nc2n(c3c4c(sc13)CCC4)CCC2	0.8	0	104	112	103

No.	BCLXL inh	VLA-4 inh	MCL1 BIM primary	GLD-1 TGE inh
41	-2	5	-5	4
42	3	0	-6	9
43	0	6	0	-2
44	4	19	-3	-2
45	-2	-24	-4	0
46	5	5	3	5
47	4	7	3	5
48	4	3	10	8
49	12	-3	14	1
50	5	-7	0	1

No.	SMILES	MEX-5 binding	GRK2 aptamer HTS	CIT2 TOR yeast	Yeast superoxide	AGP1-GFP MLPCN
51	Nc1nc2c3ccccc3nc(C3CC3)n2n1	1.8	0	82	95	82
52	COc1ccccc1-n1nnnc1S(=O)(=O)Cc1ccc(Cl)cc1	-0.4	1	99	110	114
53	Cc1ccc(NC(=O)N2CCCC(c3ccccc3)C2)cc1 (stereo not given)	-0.8	2	94	93	93
54	CC1=C(C(=O)Nc2cccc(F)c2)C(c2ccsc2)C2=C(CC(C)(C)CC2=O)N1 (stereo not given)	3.8	0	.	100	.
55	COc1cc(C(=O)Nc2ccc(C)c(S(=O)(=O)N(C)C)c2)ccc1OCC(=O)N1CCOCC1	0.7	1	101	83	115
56	COc1ccc(CN2C(=O)c3cccnc3C2=O)cc1S(=O)(=O)NCc1ccc(C)cc1	-2.8	2	101	107	100
57	Cc1ccc(CC(=O)Nc2nc3ccccc3s2)cc1	0.6	0	81	109	88
58	CCCc1cc(NC(=O)CCl)n(-c2ccccc2)n1	-0.3	0	94	104	98
59	Cc1ccccc1NC(=O)c1[nH]cnc1C(=O)NN	66	0	96	103	94
60	Cc1ccc(-c2onc3ccc(C(=O)O)cc23)cc1	1.5	22	91	102	108

No.	BCLXL inh	VLA-4 inh	MCL1 BIM primary	GLD-1 TGE inh
51	5	6	0	0
52	2	15	2	-1
53	2	7	5	2
54	2	19	12	1
55	-7	-23	-12	4
56	2	6	-2	-8
57	1	13	3	-1
58	-3	10	4	4
59	3	-6	3	-4
60	1	-2	0	2

# In a second layout: entries from further up
57) Cc1ccc(CC(=O)Nc2nc3ccccc3s2)cc1
58) CCCc1cc(NC(=O)CCl)n(-c2ccccc2)n1

compound no.,57,58
MEX-5 binding,0.6,-0.3
GRK2 aptamer HTS,0,0
CIT2 TOR yeast,81,94
Yeast superoxide,109,104
AGP1-GFP MLPCN,88,98
BCLXL inh,1,-3
VLA-4 inh,13,10
MCL1 BIM primary,3,4
GLD-1 TGE inh,-1,4

# (further entries)
No.	SMILES	MEX-5 binding	GRK2 aptamer HTS	CIT2 TOR yeast	Yeast superoxide	AGP1-GFP MLPCN
61	Cn1ccnc1SCC(=O)N(C1CCCCC1)C1CCCCC1	2.8	0	101	90	104
62	COC(=O)[C@@H](NC(=O)Nc1ccccc1F)C(C)C	1.5	5	99	107	103
63	O=C(CCC(=O)c1cccs1)OCC(=O)c1ccccc1	.	0	86	100	94
64	Cc1ccc(CC(CC(=O)O)C(=O)NCc2ccccc2)cc1 (stereo not given)	-3.5	1	101	116	100
65	CC(C)C(NS(=O)(=O)c1ccc2c(c1)C(C)(C)C(=O)N2C)C(=O)NCc1ccc(F)cc1 (stereo not given)	2.6	1	92	104	95
66	CCS(=O)(=O)N1CCC(C(=O)Oc2ccccc2Br)CC1	-0.1	1	99	88	96

No.	BCLXL inh	VLA-4 inh	MCL1 BIM primary	GLD-1 TGE inh
61	3	-7	-6	-4
62	5	1	12	5
63	.	5	.	5
64	-1	16	-11	1
65	2	-68	1	0
66	1	1	3	2

# Structures shown so far containing two or more sulfur atoms:
No.	SMILES	MEX-5 binding	GRK2 aptamer HTS	CIT2 TOR yeast	Yeast superoxide	AGP1-GFP MLPCN
1	CC1(C)SC(=S)N(/N=C/c2cccnc2)C1N(O)C(=O)NC1CCCCC1 (stereo not given)	3.5	6	90	89	103
26	Cc1c(F)cccc1NS(=O)(=O)c1ccc(OCCNS(C)(=O)=O)cc1	-3.0	2	98	111	106
39	CCSc1nnc(NC(=O)C2Cc3ccccc3CN2S(=O)(=O)CC)s1 (stereo not given)	-1.1	0	91	95	91

No.	BCLXL inh	VLA-4 inh	MCL1 BIM primary	GLD-1 TGE inh
1	-3	3	-3	2
26	-4	17	-4	2
39	-3	-5	0	-8
